Screening data: PubChem BioAssay, National Center for Advancing Translational Sciences (NCATS)
TrxR1 inh – blocks rat thioredoxin reductase 1; O89049; recombinant rTrxR1, NADPH fluorescence consumption, selenite substrate; Potency, µM (titrated, usually from 114 µM), for inactives: top-dose activity change, negative = inhibition, hits mostly inhibitors; actives 1% (n = 390,000); AID 588453; further: potency means the concentration at half of the fitted maximal effect; on the % scale 0 is the no-effect control and ±100 the full control effect; nearly all actives have a fitted effect of over 65% in size
Target sequence (O89049 whole entry, looked up): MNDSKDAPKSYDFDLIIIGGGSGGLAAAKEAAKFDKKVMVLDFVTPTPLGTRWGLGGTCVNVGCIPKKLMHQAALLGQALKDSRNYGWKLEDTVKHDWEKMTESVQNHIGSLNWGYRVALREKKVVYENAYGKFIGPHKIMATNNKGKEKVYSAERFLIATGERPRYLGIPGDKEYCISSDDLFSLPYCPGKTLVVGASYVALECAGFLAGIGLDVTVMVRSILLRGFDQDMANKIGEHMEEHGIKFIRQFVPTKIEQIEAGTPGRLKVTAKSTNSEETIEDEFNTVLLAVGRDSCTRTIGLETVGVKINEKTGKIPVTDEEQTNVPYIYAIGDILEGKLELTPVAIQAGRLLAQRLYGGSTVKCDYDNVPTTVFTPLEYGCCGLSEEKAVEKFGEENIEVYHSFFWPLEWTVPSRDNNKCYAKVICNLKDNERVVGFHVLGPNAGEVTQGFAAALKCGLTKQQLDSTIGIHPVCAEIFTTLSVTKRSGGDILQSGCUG
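Rat TrxR1 (90 nM in the dispensed reagent) was pre-reduced with 400 uM NADPH for 5 min at room temperature, then incubated with compound for 15 min. After 400 uM selenite was added, NADPH fluorescence (Ex 340/Em 450 nm) was followed for 8 min.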
TRHR ag – TRH receptor (human) agonism | activation, % at 2 µM | actives 0.18% (n = 360,000) | TRHR cells, calcium flux fluo-8, FDSS agonist mode; in the data active means activation above about 30%; further: 0% is about no effect
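TRHR-expressing cells, plated overnight in medium with 10% serum, were loaded with fluo-8 calcium dye at room temperature. After a 10 s baseline, library compound was pin-added and calcium release was recorded kinetically (ex 480/em 530) as agonist response.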
Pin1 inhibitor – blocks the human prolyl isomerase Pin1. Pin1 FP peptide displacement, HiFluor488, 10 min. Potency, µM (series often up to 115 µM), inactives show at the highest dose activity, negative = inhibition, hits mostly inhibitors. actives 0.009% (n = 390,000). AID 504891; active means well fitted inhibition curve with a large enough effect in the polarisation, with a control signal flat, not every such curve was filed as active; inconclusive means small, poorly fitted or top-dose-only effect, or effect the other way, or a change in a side signal; inactive means no such curve, though single readings can be large or run the other way; the % refers to the polarisation; further: potency means the concentration at half of the fitted maximal effect; on the % scale 0 is the no-effect control and ±100 the full control effect
Target sequence (Q13526 whole entry, looked up): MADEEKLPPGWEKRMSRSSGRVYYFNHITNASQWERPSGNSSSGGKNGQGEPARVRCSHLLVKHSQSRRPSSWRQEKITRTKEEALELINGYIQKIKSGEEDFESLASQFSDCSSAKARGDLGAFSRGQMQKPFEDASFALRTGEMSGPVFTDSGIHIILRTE
IDH1 R132H inh – inhibitors of human mutant IDH1 R132H. O75874. IDH1-R132H enzyme, NADPH consumption, diaphorase/resazurin fluorescence. Potency, µM (top dose mostly 76.6 µM), inactives show at the top dose activity change, negative = inhibition, usual class: inhibitors. actives 0.093% (n = 390,000); further: potency means the concentration at half of the fitted maximal effect; on the % scale 0 is the no-effect control and ±100 the full control effect; nearly all actives have a fitted effect of over 65% in size
Target sequence (O75874 whole entry R132H, stated change not applied): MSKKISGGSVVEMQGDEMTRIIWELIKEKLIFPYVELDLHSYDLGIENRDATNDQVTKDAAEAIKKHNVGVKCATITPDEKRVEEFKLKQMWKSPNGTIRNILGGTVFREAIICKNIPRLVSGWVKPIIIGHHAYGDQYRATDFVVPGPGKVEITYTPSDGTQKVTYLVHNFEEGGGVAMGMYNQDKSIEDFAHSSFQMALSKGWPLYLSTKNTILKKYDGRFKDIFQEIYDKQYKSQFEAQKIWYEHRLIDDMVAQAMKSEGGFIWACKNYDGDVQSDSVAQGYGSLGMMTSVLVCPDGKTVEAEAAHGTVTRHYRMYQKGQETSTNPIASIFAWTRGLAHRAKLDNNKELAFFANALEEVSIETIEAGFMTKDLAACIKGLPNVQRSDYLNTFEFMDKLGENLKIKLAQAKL
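IDH1-R132H (0.5 ug/mL) preincubated 30 min with compound, then NADPH (0.016 mM) and alpha-KG (2 mM) added; 80 min at RT, pH 7.5. Remaining NADPH coupled via diaphorase/resazurin to fluorescence (540/590 nm); concentration-response curves normalized to no-enzyme control.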
D2 agonist – D2 dopamine receptor (human) agonism. P14416. HEK293 T-REx D2 cells, calcium flux agonist mode. activation, % at 2 µM. actives 0.53% (n = 340,000);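 active means activation over 3 SD above normal in the single-dose calcium agonist read, cut at about 30% in these data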; further: 0% is about no effect
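HEK293 Trex D2 cells, tetracycline-induced, o/n 30 C 5% CO2; no-wash Ca dye, RT 30–90 min; 10-cycle baseline, 23 nl cpd added, kinetic Ca read 180 s; agonist hits = positive Ca response.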
TrxR1 substrate – substrates of rat thioredoxin reductase 1 | purified TrxR1 substrate turnover, NADPH consumption readout | Potency, µM (highest dose often 114 µM), for inactives: at the highest dose activity change, negative = substrate turnover | AID 588456 | actives 0.01% (n = 390,000) | O89049; further: potency means the concentration at half of the fitted maximal effect; on the % scale 0 is the no-effect control and ±100 the full control effect; nearly all actives have a fitted effect of over 50% in size
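Rat TrxR1, dispensed at 90 nM, was prereduced with 400 uM NADPH (final) for 5 min at ~22 deg C, then incubated with compound 15 min before 400 uM selenite. A first-read NADPH fluorescence drop versus no-compound background flagged substrates.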
TRHR enhancer – TRH receptor (human) allosteric enhancement | P34981 | TRHR cells, fluo-8 calcium fluorescence, EC20 TRH enhancement | enhancement, % at 2 µM | actives 0.66% (n = 360,000) | AID 493056; in the data active means enhancement above about 30%; further: 0% is about no effect
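Enhancer read-out: after compound pinning and an initial kinetic agonist-mode read, an EC20 of TRH (10 nM final) was injected and fluo-8 calcium signal (Ex 480/Em 530) followed at 1 s/cycle for 100 cycles in TRHR-expressing cells.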
USP1-UAF1 inh – blocks the human USP1/UAF1 deubiquitinase complex. actives 0.23% (n = 390,000). Potency, µM (titrated, usually from 57.1 µM), without a hit: top-dose activity change, negative = inhibition, most hits filed as inhibitors. AID 743255. O94782. recombinant USP1/UAF1, Ub-Rhodamine cleavage fluorescence; further: potency means the concentration at half of the fitted maximal effect; on the % scale 0 is the no-effect control and ±100 the full control effect; nearly all actives have a fitted effect of over 60% in size; inactives centre near -12
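Step one: compound is pinned into 1nM USP1/UAF1 in HEPES pH 7.8 buffer with TCEP. Step two: 15 min room-temperature incubation. Step three: Ub-Rho (150nM final) starts cleavage, tracked by fluorescence over six one-minute reads.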
D2 antag – D2 dopamine receptor (human) antagonism; AID 485344; HEK293 TREx D2 cells, calcium flux, dopamine EC80; inhibition, % at 10 µM; actives 2% (n = 340,000); in the data active means inhibition above about 30%; further: 0% is about no effect
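Compounds are added to dye-loaded, induced HEK293 T-REx cells coupled to calcium release via D2; after a 3 min kinetic read an EC80 dopamine stimulus is given and fluorescence is recorded for 3 more min.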
Active calls of the source: *; ? = inconclusive; . = not tested or not shown; & = joins results of further samples; [ ] = another dose, or the depositor's remark. Unless noted, the call rests on the fitted dose curve; in most records, active means well fitted inhibition curve with a large enough effect; inconclusive means small, poorly fitted or top-dose-only effect; inactive means no such curve, though single readings can be large or run the other way. This is a subset. The share of hits here may be higher or lower than overall.

SMILES | TrxR1 inh | TRHR ag | Pin1 inhibitor | IDH1 R132H inh | D2 agonist | TrxR1 substrate | TRHR enhancer | USP1-UAF1 inh | D2 antag
COc1ccc(/C=C(/C#N)C(=O)Nc2cc(C)ccc2C)cc1C(=O)O | -20% | 0.1 | 2% | 3% | -0.3 | -15% | -8 | -14% | -5
O=C(NCc1ccccc1)C1CCN(S(=O)(=O)c2ccc3c(c2)CCCN3C(=O)C2CCC2)CC1 | 2%[57.1 µM] | -0.7 | -1% | 10% | 0.3 | -3%[57.1 µM] | -5 | ? | .
O=C(Cn1c(COc2ccccc2)nc2ccccc21)Nc1cc(Cl)ccc1Cl | 2%[57.1 µM] | 0.2 | 2% | 0% | 1.7 | 4%[57.1 µM] | -3 | 6% | 19
CC(C)(C)NC(=O)C(c1ccccn1)N(C(=O)C1CSC(=O)C1)c1cccc(F)c1 (stereo not given) | 5% | -0.1 | -7% | 0% | -0.1 | -2% | 6 | -18% | 4
COc1ccc(NC(=O)Nc2ccc3[nH]ccc3c2)cc1 | -3%[57.1 µM] | . | -7% | -3% | . | 3%[57.1 µM] | . | -4% | .
COc1cccc(NC(=O)Cn2nc(C)c3c(C)n(-c4ccccc4)nc3c2=O)c1 | 23%[57.1 µM] | -0.8 | ? | -8% | -0.1 | 6%[57.1 µM] | 3 | -5% | .
CCc1cc(C(=O)Nc2ccccc2)cs1 | -6% | -0.3 | -5% | 13% | . | -4% | 1 | -5% | .
Cc1ccc(OCCn2cnc3c(N)ncnc32)cc1 | 9%[57.1 µM] | 0.0 | -7% | -5% | 0.8 | -2%[57.1 µM] | 4 | -9% | 17
CCCCc1nc2c(=O)[nH]c3ccccc3c2o1 | -3% | -0.6 | -4% | 5% | -0.7 | 1% | 0 | -13% | -23
CC(C)(O)C#Cc1ccc(C(=O)N2CCN(c3ccc([N+](=O)[O-])cc3)CC2)cc1 | 3% | 0.4 | ? | -4% | 0.3 | -8% | -4 | -20% | 9
COc1ccc(CC(=O)N/N=C/c2cccnc2)cc1OC | -20% | 3.1 | -1% | -16% | 0.8 | -16% | -2 | -11% | -7
C=CCNc1sc(C(=O)c2ccc(Br)s2)c(N)c1C#N | 4% | 9.5 | ? | 9% | 4.1 | -2% | 4 | ? | -9
COc1ccc(CCNC(=O)C2CC(=O)N(c3ccc(F)cc3)C2)cc1OC (stereo not given) | 7% | 0.1 | 3% | 6% | 0.7 | -2% | -2 | -1% | 4
O=C(NCCc1ccc(F)cc1)Nc1ccc([N+](=O)[O-])cc1 | 14% | 4.8 | 19% | 9% | 7.3 | -2% | -3 | -23% | 16
Nc1c(-c2ccsc2)cnc2ncnn12 | 13%[57.1 µM] | 0.6 | 0% | 4% | 1.0 | 7%[57.1 µM] | 1 | 2% | 1
C=CCn1c(O)c(N=NC(=O)CNC(=O)c2cccs2)c2ccccc21 | 7% | -0.4 | 6% | 0% | 0.1 | 0% | 7 | -2% | -11
Cc1cccc(NC(=O)N2CCC(CN3CCCCCC3)CC2)c1C | -17% | 0.2 | 3% | -16% | -0.5 | 5% | 7 | ? | .
CCS(=O)(=O)c1ccc(C(=O)Nc2ccccc2OC)c(Cl)c1Cl | 30% | -0.3 | -2% | -6% | 0.4 | 12%[57.1 µM] | -6 | -1% | -14
CCOC(=O)C1CCCN(C(=O)c2ccc(-c3ccc([N+](=O)[O-])cc3)o2)C1 (stereo not given) | 10µM* | 0.1 | -1% | 2% | 0.5 | 0% | -7 | -7% | 12
CCCN(CCO)Cc1ccc(Cl)c(Cl)c1 | 19% | -0.6 | 4% | -1% | -0.1 | 10% | 0 | -4% | -1
COc1ccc(C2CC(=O)C(C=NCCO)=C(O)C2)cc1 (stereo not given) | 5% | 0.2 | 4% | 1% | 3.0 | -2% | -7 | -4% | 12
CC(C)N1C(=O)/C(=C\c2nc3ccccc3c(=O)n2-c2ccccc2)c2ccccc21 | -5% | -2.0 | 7% | 0% | -0.9 | -7% | 6 | -17% | -7
CCCCNC(=O)c1onc(CSc2cc(C)ccc2C)c1C(=O)O | 20% | 0.0 | -7% | 11% | -0.8 | 4% | 1 | ? | -25
CCCNC(=O)Cn1c(=O)c2cccn2c2cccnc21 | -5% | 0.6 | 7% | 0% | 1.1 | 3% | -12 | 9% | .
CCC(=O)NC(=S)Nc1ccc(NC(=O)CC)cc1 | -15% | 1.0 | -6% | 7% | 0.7 | -1% | 4 | 3% | 10

Some of the entries so far, with values under each structure:
Values in the order – TrxR1 inh	TRHR ag	Pin1 inhibitor	IDH1 R132H inh	D2 agonist	TrxR1 substrate	TRHR enhancer	USP1-UAF1 inh	D2 antag
- CCOC(=O)C1CCCN(C(=O)c2ccc(-c3ccc([N+](=O)[O-])cc3)o2)C1 (stereo not given)
→ 10µM*	0.1	-1%	2%	0.5	0%	-7	-7%	12
- CCCN(CCO)Cc1ccc(Cl)c(Cl)c1
→ 19%	-0.6	4%	-1%	-0.1	10%	0	-4%	-1
- COc1ccc(C2CC(=O)C(C=NCCO)=C(O)C2)cc1 (stereo not given)
→ 5%	0.2	4%	1%	3.0	-2%	-7	-4%	12
- CC(C)N1C(=O)/C(=C\c2nc3ccccc3c(=O)n2-c2ccccc2)c2ccccc21
→ -5%	-2.0	7%	0%	-0.9	-7%	6	-17%	-7
- CCCCNC(=O)c1onc(CSc2cc(C)ccc2C)c1C(=O)O
→ 20%	0.0	-7%	11%	-0.8	4%	1	?	-25
- CCCNC(=O)Cn1c(=O)c2cccn2c2cccnc21
→ -5%	0.6	7%	0%	1.1	3%	-12	9%	.
- CCC(=O)NC(=S)Nc1ccc(NC(=O)CC)cc1
→ -15%	1.0	-6%	7%	0.7	-1%	4	3%	10

Further results:
SMILES | TrxR1 inh | TRHR ag | Pin1 inhibitor | IDH1 R132H inh | D2 agonist | TrxR1 substrate | TRHR enhancer | USP1-UAF1 inh | D2 antag
O=C(CSc1nnc(-c2c[nH]c3ccccc23)o1)N1CCCCC1 | 17% | 0.2 | 0% | 7% | 0.2 | 19% | 6 | -17% | -9
O=C(O)CCC(=O)NC(c1ccccc1)c1ccccc1 | 3%[57.1 µM] | 0.6 | -1% | -11% | 0.5 | 6%[57.1 µM] | -20 | 3% | 15
Cc1ccc(C(C)C)c(OCc2ccc(C(=O)N/N=C/c3ccc(C(=O)O)cc3)cc2)c1 | 7% | 0.7 | ? | 4% | 2.3 | 0% | -4 | -22% | -7
Cn1nnnc1SCc1nnc(-c2ccc(F)cc2)o1 | 10%[57.1 µM] | 0.3 | 7% | -2% | 1.3 | -9% | 2 | -8% | 0
FC(F)(F)c1cccc(NC(=S)N2CCN(c3ccccc3)CC2)c1 | 2% | 0.5 | 4% | -1% | 17 | 0% | -2 | 0% | -24
Cc1ccc(-n2c(N)c(C(=O)Nc3c(C)n(C)n(-c4ccccc4)c3=O)c3nc4ccccc4nc32)cc1C | . | 2.8 | . | . | -1.3 | . | -13 | . | -10
COc1cc(C(=O)Nc2ccccc2-c2nc(-c3ccc(C)cc3)no2)cc(OC)c1OC | 20% | 0.5 | 7% | 7% | -0.5 | 7% | 2 | -2% | .
CC(=O)c1cccc(-n2c(CCC(=O)O)ccc2-c2ccc(C)cc2)c1 | ? | 0.5 | -11% | -13% | 0.1 | 4%[57.1 µM] | 3 | 0% | -16
Cc1ccc(NC(=O)CN(C)CC(=O)Nc2ccc(N3CCOCC3)cc2)cc1F | 11% | -1.5 | -2% | 7% | -1.1 | 1% | -11 | -24% | 13
COc1cc(NS(=O)(=O)c2ccc(NC(=O)c3ccco3)cc2)nc(OC)n1 | 16% | -0.1 | 0% | 8% | . | 8% | 6 | -4% | .
Cn1nc(C(=O)NCc2cccc(Cl)c2)c2c1-c1ccccc1S(=O)(=O)C2 | 10%&28% | -0.7&-0.2 | 4%&4% | -11%&1% | 0.3&0.0 | -1%&6% | -24&-4 | -18%&-16% | -12
CS(=O)(=O)Nc1ccc(S(=O)(=O)N2CCOCC2)cc1 | 7% | 1.2 | 3% | 7% | 0.7 | -3% | -2 | -24% | 13
O=C(NNC(=O)c1ccco1)c1cccc([N+](=O)[O-])c1 | -17% | 0.0 | -3% | 7% | 0.4 | -9% | 5 | -17% | -1
Cc1ccc(NCc2n[nH]c(=S)n2-c2cccc(Cl)c2)cc1 | 2%[57.1 µM] | -0.6 | -7% | -1% | -0.1 | 12%[57.1 µM] | -1 | -19% | 6
O=[N+]([O-])c1ccc(/C=N/Nc2cc(Cl)nc(-c3ccccc3)n2)cc1 | -5% | 0.1 | -5% | 1% | -0.4 | -15% | -1 | -6% | 25
CCC(C(=O)NCCCN1CCN(C)CC1)n1nc(C)c2sc3ccccc3c2c1=O (stereo not given) | -5% | -0.5 | 0% | 8% | -0.2 | 1% | 5 | -9% | -4
CN(C)S(=O)(=O)c1cc([N+](=O)[O-])ccc1N1CCCCCC1 | -20%[57.1 µM] | -0.8 | -15% | 1% | 0.5 | -10%[57.1 µM] | -2 | -7% | 4
COc1ccc(N=C2SC(CC(=O)Nc3ccccc3)C(=O)N2CCN2CCOCC2)cc1 (stereo not given) | 19%[57.1 µM] | 1.2 | -3% | 8% | 1.0 | 6%[57.1 µM] | 0 | 0% | 2
CCN1C(=NCc2ccc(OC)cc2)N[C@@H](CCc2ccccc2)[C@H](C(=O)NCc2ccc(OC)cc2)[C@H]1C | 10% | 0.2&-0.1 | 2% | -7% | 2.1 | 6% | -11&-3 | -24% | -17
